TNF necrop inh: TNF-alpha cell death inhibition in Jurkat FADD-/- cells; 220,000 tested, 0.068% active; AID 463075; Jurkat FADD-/- TNF necroptosis rescue, ATP luminescence, 24 h; 0 = TNF only, 100 = no-TNF cells; activation (protection from cell death), % at 10 µM;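 active = activation, meaning protection from cell death, of at least 50% relative to plate controls; inactive = activation below 50%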;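 also: necroptosis triggered by 40 ng/mL TNF-alpha added together with compound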
Wee1 stabilizer: blocks degradation of human Wee1 kinase; P30291; HeLa Luc-Wee1K328M stability, luciferase luminescence; 100% = proteasome inhibitor MG132 effect; reporter increase, % at 5 µM; 220,000 tested, 1.2% active; AID 1321;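 active = activation above the mean of all tested compounds plus 3 SD, set per screening run, cut at about 8.8% in these data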;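 also: cells exposed to compound for 20 h before luminescence read; 0% = DMSO alone and 100% = MG132 at 30 µM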
Target sequence (P30291 whole entry K328M): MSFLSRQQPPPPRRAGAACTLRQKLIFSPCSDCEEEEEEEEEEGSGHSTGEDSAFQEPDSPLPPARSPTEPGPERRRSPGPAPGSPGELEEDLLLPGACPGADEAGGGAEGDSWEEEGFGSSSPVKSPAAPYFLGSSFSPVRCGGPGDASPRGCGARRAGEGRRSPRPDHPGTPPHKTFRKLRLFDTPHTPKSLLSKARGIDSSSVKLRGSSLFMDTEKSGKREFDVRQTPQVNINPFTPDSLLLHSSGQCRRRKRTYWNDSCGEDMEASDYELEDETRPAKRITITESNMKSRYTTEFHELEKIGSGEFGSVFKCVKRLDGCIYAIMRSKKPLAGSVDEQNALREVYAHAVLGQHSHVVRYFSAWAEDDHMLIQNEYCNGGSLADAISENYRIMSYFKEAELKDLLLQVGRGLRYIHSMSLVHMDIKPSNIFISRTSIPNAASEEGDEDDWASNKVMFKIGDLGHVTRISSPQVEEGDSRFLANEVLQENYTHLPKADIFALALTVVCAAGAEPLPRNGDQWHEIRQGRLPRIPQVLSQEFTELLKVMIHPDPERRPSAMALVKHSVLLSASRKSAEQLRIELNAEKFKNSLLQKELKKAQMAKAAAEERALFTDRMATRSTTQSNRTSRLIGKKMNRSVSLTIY
Ba/F3 V617F tox: reduce viability of Ba/F3 cells dependent on JAK2V617F. Ba/F3 EpoR-JAK2V617F viability, ATP luminescence. inhibition, % at 5.6 µM. 220,000 tested, 1.1% active. AID 1446;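 active = inhibition above the campaign mean plus 3 SD over all tested compounds, cut at about 24% in these data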;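 also: cytokine-independent growth of Ba/F3 cells driven by EpoR plus mutant JAK2; 0% = DMSO-treated cells and 100% = JAK inhibitor I control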
BaF3 tox: reduces parental Ba/F3 cell viability, JAK2V617F counter-screen; CellTiter-Glo ATP luminescence; inhibition, % at 5.6 µM; 220,000 tested, 1.1% active; AID 1486;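 active = inhibition above a per-campaign cutoff, the mean inhibition of all tested compounds plus 3 SD, cut at about 27% in these data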;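 also: 0% = DMSO wells and 100% = JAK Inhibitor I control wells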
TRPN1 ag: zebrafish TRPN1 (NompC) channel agonism; 220,000 tested, 0.18% active; activation, % at 3 µM; HEK293 zebrafish TRPN1-YFP, Fluo-8 calcium fluorescence; 100% = response to 87 µM carbachol; AID 1424;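 active = activation above its plate's cutoff, the mean activation of test wells on that plate plus 3 SD, cut at about 19% in these data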;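 also: 0% = DMSO alone and 100% = 87 µM carbachol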
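Control set: carbachol 87 µM as high control, DMSO as low control; system: HEK293 stable line with zebrafish TRPN1-YFP; read-out: % activation versus carbachol response; detection: intracellular calcium fluorescence with Fluo-8; doses: single test compound dose, 3 µM nominal, 0.3% DMSO; schedule: dye 1 h 37 °C plus 30 min RT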
PPC-1+TRAIL kill: PPC-1 cancer cell killing with TRAIL present; PPC-1 cells + TRAIL, ATPLite viability luminescence; cell killing (% activity), % at 4 µM; 220,000 tested, 0.41% active; AID 1443;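 active = cell killing above 50% in the first pass at 4 µM, then a duplicate retest at 5 µM averaging 50% or more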;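 also: plate controls were cells with TRAIL plus DMSO for no effect and medium-only wells lacking cells for full effect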
CHOP inh: CHOP inhibition in unfolded protein response. CHO-K1 CHOP-promoter luciferase, tunicamycin-induced, 15-18 h. inhibition, % at 10 µM. 220,000 tested, 3.8% active. AID 2732;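 active = compounds that reduced the stress-induced luciferase reporter signal by more than about 70% of percent inhibition, limit read from the data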;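 also: 0% = tunicamycin plus vehicle and 100% = wells without tunicamycin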
RBBP9 inhibitor: blocks human serine hydrolase RBBP9; O75884; inhibition, % at 7.94 µM; 220,000 tested, 0.2% active; recombinant RBBP9, FP-Rh probe fluorescence polarization;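 active = inhibition above the campaign mean of all tested compounds plus 3 SD, cut at about 14% in these data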;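 also: plate controls were DMSO wells with RBBP9 for no effect and wells lacking RBBP9 protein for full effect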
Target sequence (O75884 whole entry, looked up): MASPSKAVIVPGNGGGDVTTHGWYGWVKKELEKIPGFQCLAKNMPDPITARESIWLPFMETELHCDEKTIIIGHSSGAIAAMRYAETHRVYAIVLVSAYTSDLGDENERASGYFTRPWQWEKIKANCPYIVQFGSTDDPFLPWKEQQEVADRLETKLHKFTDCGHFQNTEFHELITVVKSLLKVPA
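Material: RBBP9 protein. Amount: RBBP9 at 2.5 µM in dispensed solution, before mixing. Schedule: 30 min then 45 min, 25 °C. Medium: Tris buffer pH 8.0, NaCl, Pluronic. Measured by: fluorescence polarization. Measure: percent inhibition from mP, scaled between DMSO and no-protein wells. Replication: one well per compound.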
TRPML3 ag: agonists of human TRPML3 channel | activation, % at 3 µM | HEK293 TRPML3-YFP, Fluo-8 calcium fluorescence; 100% = the carbachol control signal | Q8TDD5 | 220,000 tested, 0.29% active;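 active = activation above its plate's cutoff, the mean activation of the plate's test wells plus 3 SD, cut at about 12% in these data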;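 also: 0% = DMSO only wells and 100% = carbachol wells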
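Test system: HEK293 cells stably carrying human TRPML3-YFP; Doses: single dose, 3 µM final nominal compound, 0.3% DMSO final; Schedule: dye loading 1 h 37 °C then 30 min ambient, 125 s read; Technique: Fluo-8 calcium fluorescence; Benchmarks: high control carbachol 87 µM, low control DMSO.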
* hit, by the source's call. Hits appear at their usual frequency; 6.8% or so of the library scored in one or more.

SMILES,TNF necrop inh,Wee1 stabilizer,Ba/F3 V617F tox,BaF3 tox,TRPN1 ag,PPC-1+TRAIL kill,CHOP inh,RBBP9 inhibitor,TRPML3 ag
CCOC(=O)N1CCN(c2ccc3nnnn3n2)CC1,-4.2,0,5,5,1.2,-9,-8,-3,0.4
Cc1ccc(C(=O)c2cc([N+](=O)[O-])ccc2N2CCOCC2)cc1C,-0.9,7,85*,76*,-1.6,-6,3,-6,-1.5
CCN(CC)CCCN1C(=O)C(=O)/C(=C(/O)c2cc(C)ccc2C)C1c1cccnc1 (stereo not given),-2.3,-3,-2,2,1.1,1,8,-5,0.9
CSc1nsc(SC)c1C(=O)Nc1ccc(Cl)cc1,2.4,-4,-2,-1,-1.4,-1,19,-10,-0.7
CCN1CC(CN(C)Cc2cn(-c3ccc(C)cc3)nc2-c2cccc(C)c2)CC1=O (stereo not given),3.4,4,-1,6,-0.5,0,31,1,0.0
CCCCNc1cc(F)nc(N)n1,0.0,-1,-2,1,-0.9,4,0,2,0.8
COc1cccc(NC(=O)c2sc(NC(=O)c3ccncc3)nc2C)c1,2.6,-3,2,-1,1.8,-11,-23,-6,1.0
CCOC(=O)COc1ccc([N+](=O)[O-])cc1,0.6,-2,9,9,1.2,13,3,-12,0.0
Cc1ccc(NC(=O)CSc2nsc(SCC(=O)Nc3ccc(C)cc3C)c2C#N)c(C)c1,0.3,4,6,7,1.7,-2,12,-11,0.8
O=C1C2C3CCCC3=C3CCCC3C2C(=O)N1c1cccc(Cl)c1 (stereo not given),1.6,0,-4,-2,-0.6,8,42,-11,0.0
COc1ccc(C(=O)c2cnc3cc4c(cc3c2C)OCO4)cc1,-2.6,-2,4,8,-0.2,-11,-4,1,0.6
CC1CC(C)(C)CC2(C1)NC(=S)N(c1ccccc1)N2 (stereo not given),-0.3,0,-1,1,0.0,1,70,2,0.7
COc1ccc(NC(=O)CSc2nnnn2C2CCCC2)cc1,2.2,-3,-4,1,-1.1,-12,-10,-2,0.2
O=C1CC(Cc2ccccc2)C(=O)N1CCCn1ccnc1 (stereo not given),-0.1,4,-2,3,0.5,4,12,-5,0.3
Nc1cc(C(=O)O)ccc1N1CCCCCC1,-0.8,0,0,5,0.2,2,-18,-8,1.2
O=C(COc1ccccc1C(=O)NCc1ccncc1)Nc1ccc(Br)cc1,3.7,-1,2,6,6.8,9,-6,-12,1.2
CC(=O)Nc1ccc(OC(=O)c2cccs2)cc1,-1.7,-3,-1,2,0.6,-5,2,-7,0.3
O=C(CCS(=O)NCc1ccccc1)NCc1ccccc1 (stereo not given),0.1,1,-1,1,-0.4,5,39,-6,1.1
O=c1[nH][nH]c(C(F)(F)F)c1C=NCc1cccc(Cl)c1,-3.2,3,-3,1,-0.7,30,-5,-5,0.5
NC(=O)N/N=C/c1c(O)ccc2oc3c(c12)CCCC3,3.9,3,-11,3,-1.5,-16,48,-6,-0.6
O=C1CN(C(=O)CC2c3ccccc3-c3ccccc32)CC(=O)N1,-0.4,2,0,3,2.2,-7,5,-2,0.5
CN(C)S(=O)(=O)c1ccc(Cl)c(NC(=O)COC(=O)CN2C(=O)NC(C)(C)C2=O)c1,0.5,-2,-2,4,0.3,4,28,-6,0.4
CCC(C)NC(=S)N1CCN(C)CC1 (stereo not given),0.0,-2,2,4,-0.3,10,-1,0,0.1
CC1CCCCN1C(=O)Nc1cccc(C(F)(F)F)c1 (stereo not given),2.5,-1,0,8,1.3,9,-5,-4,1.1
O=C1C(=Cc2ccc(Br)o2)C(=O)c2ccccc21,-8.6,0,3,10,0.5,13,6,-4,0.7
CCOC(=O)C1CCN(C(=O)CCn2c(=O)[nH]c3ccccc3c2=O)CC1,-5.8,2,2,7,0.2,1,-19,-12,-0.7
Clc1ccc(CSc2cc3c(nn2)-c2ccccc2CC3)cc1,1.5,1,-2,-1,0.2,-2,77*,-6,1.4
NC(=S)NNC(=O)/C(=C/c1ccc(Br)cc1)NC(=O)c1ccccc1,0.3,-1,0,3,-1.1,-1,-4,-11,-0.6
Nc1c(-c2ccccc2)cnn1-c1ccc(C(=O)O)cc1,-0.2,3,53*,1,0.2,30,-18,-6,0.7
Cn1c(OCc2cccnc2)nc2c1c(=O)n(Cc1ccccc1)c(=O)n2C,-2.5,-1,2,3,2.2,-10,6,3,0.8
O=C(CC1NC(=S)NC1=O)c1ccc(Cl)cc1 (stereo not given),1.0,-1,4,3,1.2,16,6,0,0.4
COc1ccc(NC(=O)COC(C)=O)cc1Cl,2.4,-2,-3,1,0.1,14,13,-4,0.1
CN(C)c1ccc(C(=O)NCc2ccc3c(c2)CCO3)cc1,0.7,1,-2,0,-0.5,1,7,-9,0.2
O=C(C1CC1)N1CCN=C1SCc1ccccc1,1.2,-1,-3,6,1.3,4,-18,-5,0.2
Cc1[nH]n(-c2ccccc2)c(=O)c1/C=N/NC(=O)c1cccc([N+](=O)[O-])c1,-16,0,1,0,0.5,7,46,-2,0.1
COc1ccc(C2=NOC3(CC(=O)N(c4ccc(C)cc4)C3=O)C2)c(OC)c1 (stereo not given),0.3,-1,-3,-2,0.8,-5,26,-4,0.0
S=c1[nH]nc(C2CCCCC2)n1/N=C/c1cccs1,-3.4,1,-2,3,-1.3,34,42,-9,-0.6
Cn1c(=O)c(=O)n(C)c2cc([N+](=O)[O-])c([N+](=O)[O-])cc21,7.2,-1,1,2,-0.2,-12,-39,-2,0.7
N#C/C(=C/c1ccc(-c2ccccc2[N+](=O)[O-])o1)C(=O)NCCN1CCCCC1,-2.3,-2,-6,4,-2.2,10,23,5,-0.3
CNC(=O)c1cc2c(s1)CCCCCC2,-2.1,1,1,8,0.6,18,20,-6,-0.4
COc1cc(/C=N/NC(=O)CNc2n[nH]c(=O)[nH]c2=O)ccc1OCc1ccccc1,0.7,5,-1,-2,-1.7,7,2,-2,-0.6
CCCCC(=O)Nc1ccc(NC(=O)c2ccccc2OC)cn1,2.4,-1,-4,-2,0.8,6,32,-6,0.6
COc1ccccc1/C=N/NC(=O)c1cccc(NC(=O)c2ccccc2Cl)c1,0.8,0,-1,3,1.7,6,0,-5,0.5
Cc1cccc(NC(=O)CSc2nnc(CNC(=O)c3ccc(S(=O)(=O)N(C)C)cc3)n2-c2cccc(C)c2)c1,3.0,2,-1,1,-0.5,24,61,-8,0.6
CC1CCN(S(=O)(=O)c2cc(C(=O)N3CCN(c4ncccn4)CC3)ccc2Br)CC1,1.6,1,3,8,8.7,-17,38,-15,2.7
CCc1ccc2[nH]c(=O)c(CN(Cc3ccccc3OC)Cc3nnnn3Cc3ccco3)cc2c1,-2.5,-2,-2,4,-0.3,9,74*,-7,-0.1
C=C(C)c1cccc(C(C)(C)NC(=O)NC(c2ccccc2)c2ccc(OC)cc2)c1 (stereo not given),0.7,1,2,10,-0.2,-25,19,-13,0.2
O=C(C1CCN(C2CCN(Cc3ccc4c(c3)CCO4)CC2)CC1)N1CCOCC1,0.6,2,-2,0,1.5,14,5,-6,0.5
Cc1ccc2c(c1)N(CC(=O)NC1CCCCC1C)C(=O)CO2 (stereo not given),-0.3,0,-2,1,-0.8,6,-18,-4,0.3
COC(=O)c1ccc(C2C(Oc3ccccc3C)C(=O)N2CCc2ccc(OC)c(OC)c2)cc1 (stereo not given),-6.9,2,3,10,1.6,21,19,-2,-0.1

Following part:
SMILES,TNF necrop inh,Wee1 stabilizer,Ba/F3 V617F tox,BaF3 tox,TRPN1 ag,PPC-1+TRAIL kill,CHOP inh,RBBP9 inhibitor,TRPML3 ag
COc1cc(NC(=O)CCn2c(=O)[nH]c3ccsc3c2=O)cc(OC)c1,-1.1,-1,4,8,0.8,22,-18,-6,0.5
Cc1ccc(S(=O)(=O)c2nc(Nc3ccccc3N3CCOCC3)sc2Cl)cc1,-0.4,0,0,3,0.1,3,11,6,0.4
Cc1cc(=O)[nH]c(SCc2cc(=O)n3nc(C)sc3n2)n1,2.2,-2,-2,-1,-0.9,4,10,1,0.1
Cc1cc(C)c(C(=O)CN2C(=O)NC3(CCCCCC3)C2=O)cc1C,2.1,3,4,2,0.1,8,27,-11,0.2
Cn1c(/C(C#N)=C/C2CC=CCC2)nc2ccccc21 (stereo not given),-2.7,2,4,7,1.7,26,16,-8,-0.5
CC(=O)Nc1ccc(C(=O)/C=C/c2ccc[nH]2)cc1,3.3,4,0,-4,2.5,-22,-14,-6,0.8
COc1ccc(C(CCN(Cc2ccc(OC)c(OC)c2)C(=O)CCl)c2ccccc2)cc1 (stereo not given),-16,0,-1,8,0.2,11,106*,-4,0.2
CN1CCN(C(=O)CN(Cc2ccccc2)S(C)(=O)=O)CC1,-0.4,-2,-7,1,-0.8,-7,15,-2,0.9
CCCCn1c(SCc2nc(N)nc(N3CCCCC3)n2)nc2c1c(=O)n(C)c(=O)n2C,2.1,-2,0,4,1.8,10,98*,4,0.5
Cc1cc(C)c2c(N)c(C(=O)c3ccccc3)sc2n1,1.0,11*,-1,-1,0.6,2,11,-2,-0.3
COCCCNC(=O)/C=C/c1ccc(Cl)cc1,-0.5,-1,-3,2,-1.0,6,5,-3,-0.1
Cc1c(Cl)c([N+](=O)[O-])nn1CC(=O)NC12CC3CC(CC(C3)C1)C2,1.2,1,-7,0,-1.1,-4,37,1,0.4
Cc1nn(Cc2ccccc2)c(Cl)c1C(=O)OCc1nnc(-c2ccccc2)o1,-5.0,1,-3,1,2.7,0,69,-6,1.4
CCC(=O)Nc1cc(Cl)ccc1C(=O)O,-0.5,0,5,6,0.3,-12,-9,-10,0.4
O=C(c1cnn2c(C(F)F)cc(-c3ccccc3)nc12)N1CCSCC1,-0.7,-2,-3,-1,0.1,1,29,-8,0.9
O=S(NC1CCCCC1)C12CC3CC(CC(C3)C1)C2 (stereo not given),-0.8,2,-1,6,-1.0,12,20,-4,1.0
CCN1CCN(S(=O)(=O)c2cccc3nsnc23)CC1,1.6,-3,-2,4,-1.4,-12,48,-8,0.5

Part of the list above, reduced to Wee1 stabilizer and Ba/F3 V617F tox:
Molecule,Wee1 stabilizer,Ba/F3 V617F tox
CCC(=O)Nc1cc(Cl)ccc1C(=O)O,0,5
Cn1c(/C(C#N)=C/C2CC=CCC2)nc2ccccc21 (stereo not given),2,4
